TDP1 cell CPT: qHTS for Inhibitors of human tyrosyl-DNA phosphodiesterase 1 (TDP1): qHTS in cells in presence of CPT; chicken DT40 Tdp1-/-;hTDP1 cells + 20 nM CPT, ATP luminescence, 48 h; Potency, µM (doses to about 46.2 µM), without a hit: at the top dose activity change, negative = growth inhibition, actives largely listed as inhibitors; actives 12% (n = 420,000); note: nearly all actives have a fitted effect of over 55% in size
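Cell growth measured by CellTiter-Glo luminescence after a minimum 48 h, 37 C compound exposure with 20 nM CPT in Tdp1-knockout DT40 cells stably expressing hTDP1, seeded 400/well; qHTS titration format.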
TDP1 cell noCPT: qHTS for Inhibitors of human tyrosyl-DNA phosphodiesterase 1 (TDP1): qHTS in cells in absence of CPT. actives 15% (n = 420,000). Potency, µM (top dose mostly 46.2 µM), inactives show at the top dose activity change, negative = growth inhibition, hits mostly inhibitors. DT40 Tdp1-/- hTDP1 cells, no CPT, ATP luminescence, 48 h; note: nearly all actives have a fitted effect of over 55% in size
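Camptothecin absent (DMSO only). Human TDP1-complemented DT40 knockout cells, 400 cells/well, 37 °C for minimum 48 hr; ATP measured via CellTiter-Glo, 30 min dark incubation, luminescence.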
TDP1 block: qHTS Assay for Inhibitors of Tyrosyl-DNA Phosphodiesterase (TDP1); Tyrosyl-DNA phosphodiesterase 1 (Homo sapiens), Q9NUW8; recombinant TDP1, AlphaScreen DNA substrate cleavage; Potency, µM (doses to about 130 µM), inactives show at the highest dose activity change, negative = inhibition, hits mostly inhibitors; actives 0.28% (n = 350,000); note: nearly all actives have a fitted effect of over 40% in size
Target sequence (Q9NUW8 whole entry, looked up): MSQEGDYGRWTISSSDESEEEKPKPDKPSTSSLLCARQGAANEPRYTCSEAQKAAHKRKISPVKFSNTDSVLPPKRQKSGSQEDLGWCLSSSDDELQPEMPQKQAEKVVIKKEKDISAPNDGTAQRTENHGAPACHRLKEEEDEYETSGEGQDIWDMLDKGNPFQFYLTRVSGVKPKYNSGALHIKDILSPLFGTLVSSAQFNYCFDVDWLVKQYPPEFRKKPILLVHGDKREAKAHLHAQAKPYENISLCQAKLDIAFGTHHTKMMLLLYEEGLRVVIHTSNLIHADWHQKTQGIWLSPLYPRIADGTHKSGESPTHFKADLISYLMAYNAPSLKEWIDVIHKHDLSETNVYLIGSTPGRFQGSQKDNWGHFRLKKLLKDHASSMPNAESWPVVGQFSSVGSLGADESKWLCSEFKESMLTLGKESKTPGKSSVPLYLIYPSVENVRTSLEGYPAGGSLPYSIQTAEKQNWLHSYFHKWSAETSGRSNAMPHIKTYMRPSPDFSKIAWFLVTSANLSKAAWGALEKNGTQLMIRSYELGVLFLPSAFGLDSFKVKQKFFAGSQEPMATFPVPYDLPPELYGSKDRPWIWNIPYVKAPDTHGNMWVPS
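Signal: AlphaScreen proximity between streptavidin donor and anti-FITC acceptor beads on intact substrate. Reaction: Tdp1 1 nM, substrate 15 nM final, 5 min RT after 15 min compound preincubation.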
* marks the source's active call; other numbers are inactive results; ? = inconclusive; · = no result given; & = joins results of further samples; [ ] = remark or other dose. Calls come from the whole dose curve; as a rule, active = well fitted curve in the direction sought with a large enough effect; inconclusive = small, poorly fitted or top-dose-only effect, or another doubt; inactive = no such curve, though single readings can be large; an effect the other way counts as inactive or inconclusive. % is set by controls: 0 for no effect and ±100 for the full control effect; potency is the fitted concentration of half-maximal effect.

SMILES | TDP1 cell CPT | TDP1 cell noCPT | TDP1 block
CCOc1ccc(NC(=O)CC2C(=O)N(C)C(=S)N2Cc2ccc3c(c2)OCO3)cc1 (stereo not drawn) | -9% | -6% | 6%
CCCn1c(CCC(=O)Nc2cc(Cl)c(OC)cc2OC)nc2cccnc21 | ? | 16µM* | 4%
COc1ccc(C(CC(=O)NCc2ccccc2)C(C)C)cc1 (stereo not drawn) | -24% | ? | -3%
OC(CN1CCOCC1)CN(c1ccccc1)c1ccccc1 (stereo not drawn) | ? | 12µM* | 0%
CCOC(=O)N1CCC(NC(=O)c2cc(COc3ccc(F)cc3Cl)on2)CC1 | -15% | -10% | 3%
COc1ccccc1CNC(=O)[C@H](C)N1C(=O)N2CCc3c([nH]c4ccccc34)[C@@]2(C)C1=O | 29µM* | 18µM* | ·
CCOC(=O)c1ccc(NC(=O)CSc2nccn2C)cc1 | ? | ? | 9%
COC(=O)CS(=O)(=O)c1nnc([C@H](Cc2ccccc2)NC(=O)OC(C)(C)C)o1 | 1.5µM* | 1.6µM* | 6%
O=C(COC(=O)c1cc[n+]([O-])cc1)Nc1ccc(Cl)cc1[N+](=O)[O-] | 2% | 11% | 2%
Cc1ccc(C(=O)NC(C)c2ccc(-n3ccnc3)cc2)c(C)c1 (stereo not drawn) | 13% | 5% | 7%
NC1=NC2(CCN(Cc3ccccc3)CC2)n2c(nc3ccccc32)N1 | -20% | ? | 4%
CCOCCCNC(=O)c1cc(Sc2ccc(F)cc2)nc2ccccc12 | ? | ? | 2%
C[C@H](CO)N1C[C@H](C)[C@@H](CN(C)S(C)(=O)=O)Oc2ccc(NS(=O)(=O)c3ccccc3)cc2C1=O | 12% | -6% | 1%
CCCC(=O)N(CCN1CCOCC1)c1nc2c(F)cc(F)cc2s1 | -14% | -9% | 3%
Cc1cc(-c2ccnc(-n3ncc(C(=O)NC(C)(C)CO)c3C3CC3)n2)c(C)s1 | 4%[9.04 µM] | 23µM* | ·
CCOc1ccccc1CNC(=O)c1cc2oc3ccccc3c2n1C | ? | ? | 2%
Cc1ccc(-n2nc(C)c3c(C(=O)Nc4ccccc4C(F)(F)F)cc(C)nc32)cc1 | ? | ? | -11%
O=C(NCc1ccc(Cl)cc1)C(=O)NCC(c1cccnc1)N1CCN(c2ccc(F)cc2)CC1 (stereo not drawn) | 6.5µM* | 8.2µM* | 5%
CC(=O)c1cccc(NC(=O)COc2cc(C)on2)c1 | 16% | -1% | 0%
Cc1ccc(NC(=O)CN(C)C(=O)COc2ncnc3ccc(Br)cc23)cc1 | -17% | -20% | 0%
O=C(NCc1ccccc1)c1cccc2c1C(=O)c1ccc(/C=C/c3ccccc3)cc1S2(=O)=O | ? | ? | 3%
COc1c2ccoc2cc2oc(C)cc(=O)c12 | -2%&-7% | 11%&-24% | 8%[56.1 µM]
CCN(CC)S(=O)(=O)c1cccc(NC(=O)CN2C(=O)NC3(CCOc4ccccc43)C2=O)c1 (stereo not drawn) | 16µM* | ? | 4%
Brc1ccc(-c2csc(N3CCC(c4ccccc4)C3)n2)cc1 (stereo not drawn) | ? | -25% | 1%
CN(CCc1ccccn1)C(=O)CCc1nnc(CCCc2ccccc2)o1 | -11% | 1% | 5%
CC(Oc1ccccc1)C(=O)Nc1nc(-c2ccncc2)cs1 (stereo not drawn) | ? | -11% | 1%
Fc1ccc(-c2cc(-c3nc(-c4cccc(Cl)c4)no3)[nH]n2)cc1 | ? | ? | 5%
Nn1c(Cc2ccccc2F)nnc1SCC(=O)N1CC(=O)Nc2ccccc21 | 12% | -23% | 2%
C=CCn1c(SCC(=O)N2CCOCC2)nc(O)cc1=O | 8% | 0% | ?
COc1ccc2c(c1)[N+](C)(C)C(C)(C)C=C2C | ? | ? | 6%
Cc1ccc(S(=O)(=O)N2CCC(C(=O)N3CCCCCCC3)CC2)cc1 | 21µM* | 21µM* | ·
CCc1ccccc1NC(=O)c1ccc(NCCc2ccccc2)c([N+](=O)[O-])c1 | -25% | ? | 0%
COc1ccc(NC(=O)CN(C)C(=O)CNC(=O)Cc2cccc3ccccc23)cc1 | -26% | -25% | 2%
O=C(N=C1c2ccccc2CN1c1ccc(F)c(F)c1)c1cccnc1 | -22% | ? | 5%
O=C(CC(=O)N/N=C/c1c(Cl)cccc1Cl)NCc1cccnc1 | -13% | -16% | 3%
CCOC(=O)C1=C(O)CSC1=Nc1ccccc1 | -11% | -24% | 1%
Cc1cc(C)cc(NC(=O)COC(=O)[C@@H](NC(=O)c2ccco2)C(C)C)c1 | -3% | -20% | 0%
COC(=O)c1c(C(=O)OC)c2cccc3cc(-c4ccccc4)c4ccc1c4n32 | ? | ? | 12%
Cc1c(C#N)c(=O)oc2ccc3ccccc3c12 | 5% | -17% | 2%
Cc1cccc(C)c1NC(=O)CCCSc1nnc(-c2ccc(F)cc2)n1-c1ccccc1 | ? | ? | 6%

The results go on:
smiles	TDP1 cell CPT	TDP1 cell noCPT	TDP1 block
CCCn1c(SCc2ccccc2)nc2c1c(=O)[nH]c(=O)n2C	?	?	2%
CC(=O)Nc1ccc(C(=O)CSc2nnnn2C)cc1	5%	-5%	·
COc1ccc(/C=C2\SC(=S)N(CCC(=O)NC3C=CS(=O)(=O)C3)C2=O)cc1 (stereo not drawn)	-25%	5%	7%
COC(=O)C1=C(C(=O)OC)[C@]2([C@H]3CC=CCN[C@@H](Cc4ccccc4)C(=O)N3Cc3ccccc3)C=C[C@H]1O2	18µM*	15µM*	·
COc1cc(S(=O)(=O)O)c(C)cc1N=Nc1c(O)ccc2cc(S(=O)(=O)O)ccc12	0%	?	·
CCOc1cccc(C(=O)Nc2nc(-c3ccc(S(=O)(=O)N4CCOCC4)cc3)cs2)c1	?	?	-3%
Cc1c(-c2ccccc2)[n+](=O)c(-c2ccco2)c(C)n1[O-]	-27%	-3%	-2%
O=S(=O)(Cc1ccccc1)C(c1ccccc1)S(=O)(=O)Cc1ccccc1	3%	?	·
Cc1ccc(C(=O)NCC(c2ccc3c(c2)OCO3)N2CCOCC2)cc1C (stereo not drawn)	21µM*	10µM*	-2%
O=C(NCC(=O)N(Cc1ccco1)C(C(=O)NC1CCCC1)c1cccnc1)c1cccs1 (stereo not drawn)	0%	-15%	0%
Cc1ccc(NC(=O)Nc2cccc(C)n2)c(C)c1	8%	0%	·
O=[N+]([O-])c1cccc(/C=N/Nc2nnc(-c3ccccc3)c(-c3ccccc3)n2)c1	9.2µM*	9.2µM*	3%
COc1ccc(CNC(=O)C(C)NC(=O)c2cc3ccccc3o2)cc1 (stereo not drawn)	-24%	-13%	3%
COc1ccc(-c2noc(CNC(=O)CCCN3C(=O)[C@H]4CC=CC[C@H]4C3=O)n2)cc1	-24%	-3%	8%
Cc1cc(C)c(C)c(N=Nc2nc3ccccc3n2C)c1C	?	23µM*	11%
O=C1c2ccccc2C(=O)N1C/C=C/c1ccccc1	5%	4%	1%
O=C(NC1CC1)C1=C[C@H](C2CC2)C[C@H](OCCCCO)O1	-6%	1%	3%
Cc1ccc(S(=O)(=O)N(C)C)cc1NC(=O)COC(=O)CCC(=O)c1cccs1	-2%	2%	-3%
CC(=O)Nc1ccc(Nc2nc3ccccc3n3cnnc23)cc1	-8%	-6%	·
CCCSc1nc(C)c(CC(=O)OCC)c(=O)[nH]1	-5%	-16%	10%
Cc1cccc(NC(=S)NCc2ccccn2)c1	-3%	-4%	0%
O=C1CSC(c2ccncc2)N1Cc1ccccc1 (stereo not drawn)	8%	-1%	3%
Cc1cc(C)nc(SCCC(=O)Nc2ccccc2C)n1	-3%	-3%	6%
COC(=O)c1c(NC(=O)CCCC(=O)O)sc2c1CCCCC2	3%	1%	-3%
Fc1ccc(OCc2nn3c(Cn4nnc5ccccc54)nnc3s2)cc1	-22%	-28%	-3%
Cc1cccnc1-c1cccc2c1OC(CNC(=O)Cn1cncn1)C2 (stereo not drawn)	5%[9.04 µM]	-4%	·
O=C(CC(Nc1ccccc1Cl)C(=O)OCC(=O)c1cccs1)c1ccccc1 (stereo not drawn)	?	-5%	6%
CC(=O)NC1Sc2ccccc2N=C1c1ccccc1 (stereo not drawn)	?	?	10%
Cn1c(N)c(C(=O)COC(=O)CCCOc2ccc(Cl)cc2Cl)c(=O)n(C)c1=O	10%	-8%	-5%
CCOC(=O)N1CCN(C(=O)c2ccc(S(=O)(=O)Nc3ccccc3)cc2)CC1	12µM*	?	1%
CC(NC(=S)Nc1ccc(F)cc1)C(c1cccs1)N1CCOCC1 (stereo not drawn)	?	?	·
Cc1ccc(S(=O)(=O)NCC(=O)OCC(=O)NCc2ccc3c(c2)OCO3)cc1	0%	-3%	-7%
CC(C)c1ccc(/C=C2\C(=N)N3N=C(CC(=O)N4CCCCC4)SC3=NC2=O)cc1	-2%	21%	3%
OCC[C@H]1C[C@@H](O)[C@H](O)[C@]2(OCCc3ccccc32)O1	7%	14%	·
CC(C)Cn1c(N)c(C(=O)COC(=O)[C@@H]2CCCN2C(=O)c2cccs2)c(=O)n(C)c1=O	?	?	-3%
CC(C)C[C@H]1CNC(=S)N1CC1CCCN1C[C@H](Cc1ccc(O)cc1)N1C[C@H](Cc2ccccc2)N(CC2CCCCC2)C1=S (stereo partly drawn)	5.8µM*	5.8µM*	·
COc1ccc(-n2c(SCCC#N)nnc2-c2cc(Cl)ccc2OC)cc1Cl	?	16µM*	4%
CN1C(=O)/C(=C/c2ccc(OCc3ccccc3F)cc2)NC1=S	-2%	-16%	·
Cc1nc(C)c(C(=O)N2CCCC(C(=O)c3cc(F)ccc3F)C2)s1 (stereo not drawn)	-29%	?	0%
Cc1ccnc2ccc(I)cc12	?	-23%	·
Oc1[nH]c2ccccc2c1C=Nc1ccccc1	4%	15%	-1%
Fc1ccc(-n2cc(-c3ccccc3)c3c(=S)nc[nH]c32)cc1	?	?	5%
CCOc1cc(/C=N/O)cc(Br)c1OC	-16%	-23%	-3%
COc1ccc(S(=O)(=O)N2CCC(C(=O)Nc3cc(Cl)ccc3N3CCOCC3)CC2)cc1OC	?	?	·
NC(=O)CC(NC(=O)c1ccc(Br)cc1)c1ccc(N2CCCCCCC2)c([N+](=O)[O-])c1 (stereo not drawn)	21µM*	10µM*	·
Cc1ccc(S(=O)(=O)N2CCCCC2C(=O)O)s1 (stereo not drawn)	-5%	-14%	3%
O=C(COc1ccc(F)cc1)Nc1c(C(=O)N2CCC(N3CCCCC3)CC2)oc2ccccc12	?	7.3µM*	3%
O=C(c1cccc(S(=O)(=O)N2CCCCC2)c1)N1CCN(Cc2ccccc2)CC1	?	?	-4%
Cc1ccc2c(c1)C(=O)N1[C@H]3c4cc(Cl)ccc4OC[C@@H]3[C@H](c3ccccc3)[C@]1(C)C(=O)N2	?	16µM*	2%
CCCn1c(N)c(N(CCOC)C(=O)c2ccccc2)c(=O)[nH]c1=O	-24%	-14%	0%

Next part
smiles	TDP1 cell CPT	TDP1 cell noCPT	TDP1 block
COCCN1C(=O)C(C(=O)OC)CC2=C1CC(C)(C)CC2=O (stereo not drawn)	-19%	-11%	·
Clc1ccccc1OCCCCn1ccnc1	?	?	8%
CC(C)c1ccc(/C=N/N2CCCCC2)cc1	-28%	?	·
OC1(c2cccnc2)CCN(Cc2ccc3c(c2)CN(Cc2ccc(Cl)cc2)CCO3)CC1	-14%[9.04 µM]	-23%	·
OC(CBr)C[n+]1cc(Br)cc2ccccc21 (stereo not drawn)	7.1µM*	8.9µM*	·
COc1ccc(S(=O)(=O)NC2CCCCC2)cc1-n1cnnn1	-12%	21µM*	5%

In the list so far, these contain a thiophene ring, fused or not:
smiles	TDP1 cell CPT	TDP1 cell noCPT	TDP1 block
Cc1cc(-c2ccnc(-n3ncc(C(=O)NC(C)(C)CO)c3C3CC3)n2)c(C)s1	4%[9.04 µM]	23µM*	·
O=C(NCC(=O)N(Cc1ccco1)C(C(=O)NC1CCCC1)c1cccnc1)c1cccs1 (stereo not drawn)	0%	-15%	0%
Cc1ccc(S(=O)(=O)N(C)C)cc1NC(=O)COC(=O)CCC(=O)c1cccs1	-2%	2%	-3%
COC(=O)c1c(NC(=O)CCCC(=O)O)sc2c1CCCCC2	3%	1%	-3%
O=C(CC(Nc1ccccc1Cl)C(=O)OCC(=O)c1cccs1)c1ccccc1 (stereo not drawn)	?	-5%	6%
CC(NC(=S)Nc1ccc(F)cc1)C(c1cccs1)N1CCOCC1 (stereo not drawn)	?	?	·
CC(C)Cn1c(N)c(C(=O)COC(=O)[C@@H]2CCCN2C(=O)c2cccs2)c(=O)n(C)c1=O	?	?	-3%
Cc1ccc(S(=O)(=O)N2CCCCC2C(=O)O)s1 (stereo not drawn)	-5%	-14%	3%

High-throughput results (PubChem)
